Assay outcomes as filed in PubChem BioAssay.
FadD28 binding: M. tuberculosis FadD28 bisubstrate binding inhibition; FadD28 bisubstrate probe binding, fluorescence polarization; 360,000 tested, 0.22% active; inhibition, % at 12.5 µM; AID 588549; in the data active = inhibition above about 8.5%, passing the limit was not always enough
GDH-TPI counter: GDH-TPI coupled enzyme inhibition counter-screen; GDH-TPI coupled enzyme counterscreen, NADH absorbance; inhibition, % at 4.8 µM; 360,000 tested, 1.2% active; AID 588335;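 also: 0% = DMSO wells and 100% = wells lacking the enzyme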
PrPC surface inh: cell surface PrPC inhibition, primary TR-FRET screen | P04156 | TR-FRET read-out | inhibition, % at 13.8 µM | 370,000 tested, 0.43% active | AID 720596; in the data active = inhibition above about 24%; also: 0% = median of the test wells and 100% = reference compound wells
CCHF vOTU inh: CCHFV vOTU protease inhibition; Pep-AMC fluorescence; inhibition, % at 11.5 µM; 370,000 tested, 0.55% active; AID 651958; also: 0% = vehicle wells with enzyme and 100% = no enzyme wells
Mtb UGM inh: blocks M. tuberculosis UGM enzyme | P9WIQ1 | purified UGM, fluorescence polarization probe displacement | 320,000 tested, 0.06% active | inhibition, % at 10 µM; in the data active = inhibition above about 10%, passing the limit was not always enough
Target sequence (P9WIQ1 whole entry, looked up): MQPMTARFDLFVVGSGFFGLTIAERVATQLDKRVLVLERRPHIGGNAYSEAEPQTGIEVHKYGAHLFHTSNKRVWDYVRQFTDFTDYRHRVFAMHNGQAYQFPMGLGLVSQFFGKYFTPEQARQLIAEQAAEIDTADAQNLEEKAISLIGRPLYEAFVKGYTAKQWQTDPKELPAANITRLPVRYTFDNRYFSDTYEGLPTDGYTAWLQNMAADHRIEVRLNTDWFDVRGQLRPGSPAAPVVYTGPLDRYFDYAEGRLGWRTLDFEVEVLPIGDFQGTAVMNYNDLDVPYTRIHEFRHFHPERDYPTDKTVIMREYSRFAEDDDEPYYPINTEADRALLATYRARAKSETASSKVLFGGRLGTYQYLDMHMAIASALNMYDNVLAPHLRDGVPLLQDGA
BoNT-F LC inh: BoNT F light chain protease inhibition; Multiplex microsphere protease cleavage assay, flow cytometry; inhibition, % at 10 µM; 360,000 tested, 0.22% active; in the data active = inhibition above about 35%, passing the limit was not always enough; also: plate controls were buffer without enzyme for full effect and enzyme alone for no effect
BoNT A protease: BoNT A light chain protease inhibition. multiplex microsphere protease substrate cleavage, flow cytometry. inhibition, % at 10 µM. 360,000 tested, 0.17% active; in the data active = inhibition above about 30%; also: plate controls were buffer without enzyme for full effect and enzyme alone for no effect
Mtb FBA inh: inhibitors of M. tuberculosis fructose-bisphosphate aldolase; P9WQA3; purified M. tuberculosis FBA, fluorescence read-out; inhibition, % at 1 µM; 360,000 tested, 2.3% active; AID 588726; in the data active = inhibition above about 27%;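 also: 0% = vehicle and 100% = reference inhibitor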
Target sequence (P9WQA3 whole entry, looked up): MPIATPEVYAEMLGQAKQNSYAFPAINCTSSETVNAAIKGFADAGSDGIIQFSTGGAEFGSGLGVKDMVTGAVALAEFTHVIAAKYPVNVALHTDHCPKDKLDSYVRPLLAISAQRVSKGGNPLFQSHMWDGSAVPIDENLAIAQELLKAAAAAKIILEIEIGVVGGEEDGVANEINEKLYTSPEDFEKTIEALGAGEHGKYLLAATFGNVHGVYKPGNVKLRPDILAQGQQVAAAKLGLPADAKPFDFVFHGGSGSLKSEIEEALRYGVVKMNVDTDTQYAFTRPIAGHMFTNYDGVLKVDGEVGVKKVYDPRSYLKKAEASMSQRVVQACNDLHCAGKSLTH
BioA inh: blocks M. tuberculosis BioA enzyme activity; purified M. tuberculosis BioA enzyme, plate reader; inhibition, % at 9.99 µM; 360,000 tested, 0.096% active; in the data active = inhibition above about 40%
* hit, by the source's call. Rule as the data show it, unless noted: active = inhibition above about 30%; inactive = the rest.

For O=C(NCc1ccc2c(c1)OCO2)c1cc(-n2cnnc2)ccc1Cl the results were FadD28 binding -2.8, GDH-TPI counter -12, PrPC surface inh -7, CCHF vOTU inh -10, Mtb UGM inh -0.6, BoNT-F LC inh 1, BoNT A protease 1.5 and Mtb FBA inh 0.
For C[C@H](NC(=O)c1ccc2ccccc2c1)C(=O)N1CCC2(CC1)NCCc1[nH]cnc12 the results were FadD28 binding -4.6, GDH-TPI counter -11, PrPC surface inh -7, CCHF vOTU inh 9, Mtb UGM inh -0.2, BoNT-F LC inh 3, BoNT A protease -0.7, Mtb FBA inh 0 and BioA inh 4.4.
Screening CCS(=O)(=O)N1Cc2ccccc2CC1C(=O)Nc1nnc(SCc2c(Cl)cccc2Cl)s1 (stereo not drawn) returned FadD28 binding -0.8, GDH-TPI counter 0, PrPC surface inh -6, CCHF vOTU inh 10, Mtb UGM inh -1.0, BoNT-F LC inh -1, BoNT A protease 0.9, Mtb FBA inh 0 and BioA inh -4.3.
`CC(=O)N1CCN(C(=O)COC(=O)CNC(=O)c2ccc(C)cc2)CC1` gave FadD28 binding -0.1, GDH-TPI counter 12, PrPC surface inh 3, CCHF vOTU inh 6, Mtb UGM inh 0.1, BoNT-F LC inh -13, BoNT A protease 0.0, Mtb FBA inh 2 and BioA inh -0.7.
`COCC1CCN(Cc2cn(-c3ccccc3F)nc2-c2cc(C)sc2C)CC1` gave FadD28 binding -3.6, GDH-TPI counter -2, PrPC surface inh -1, CCHF vOTU inh -19, Mtb UGM inh -0.9, BoNT-F LC inh -3, BoNT A protease 0.3, Mtb FBA inh -2 and BioA inh -0.8.
COC(=O)c1c(C)[nH]c(C(=O)C(C)OC(=O)c2cnc(C)cn2)c1C (stereo not drawn) was read as FadD28 binding -1.8, GDH-TPI counter -3, PrPC surface inh 6, CCHF vOTU inh -3, Mtb UGM inh -1.8, BoNT-F LC inh 2, BoNT A protease -0.2, Mtb FBA inh 0 and BioA inh 4.6.
`O=C(c1cccc(Cl)c1)N1CCN(Cc2ccccc2F)CC1` gave FadD28 binding -1.1, GDH-TPI counter 1, PrPC surface inh 0, CCHF vOTU inh 1, Mtb UGM inh 3.3, BoNT-F LC inh 3, BoNT A protease -1.3, Mtb FBA inh -2 and BioA inh 5.8.
Screening CSCCC(NC(=O)COc1ccccc1)C(=O)N(C)CC(=O)Nc1ccc(C)cc1 (stereo not drawn) returned FadD28 binding -1.3, GDH-TPI counter 10, PrPC surface inh 8, CCHF vOTU inh 9, Mtb UGM inh -0.6, BoNT-F LC inh 2, BoNT A protease -0.4, Mtb FBA inh 1 and BioA inh 0.4.
For CNCC(O)c1cc(OCc2ccccc2)c(OCc2ccccc2)cc1F (stereo not drawn) the results were FadD28 binding -1.3, GDH-TPI counter 6, PrPC surface inh -11, CCHF vOTU inh 11, Mtb UGM inh -1.1, BoNT-F LC inh -4, BoNT A protease 0.3, Mtb FBA inh 1 and BioA inh -1.1.
O=C(NCC1(c2ccccc2)CCCC1)c1cccc(Br)c1 was read as FadD28 binding -2.8, GDH-TPI counter -5, PrPC surface inh 4, CCHF vOTU inh 14, Mtb UGM inh -0.3, BoNT-F LC inh -2, BoNT A protease 0.1, Mtb FBA inh 3 and BioA inh 1.1.
`COc1ccc(Cc2c(-c3ccccc3)nc3c(C)cc(Br)cn23)c(C)c1` gave FadD28 binding -2.8, PrPC surface inh -6, CCHF vOTU inh 11, BoNT-F LC inh 4, BoNT A protease 1.3, Mtb FBA inh 1 and BioA inh -1.3.
For COc1cc(C)ccc1S(=O)(=O)NC1CC(C)(C)NC(C)(C)C1 the results were FadD28 binding -3.2, GDH-TPI counter -3, PrPC surface inh -5, CCHF vOTU inh 8, Mtb UGM inh -1.3, BoNT-F LC inh 10, BoNT A protease -0.4, Mtb FBA inh 2 and BioA inh -1.4.
`COc1ccccc1NC(=O)c1cccc2c(Br)cccc12` gave FadD28 binding -5.3, GDH-TPI counter -4, PrPC surface inh -2, CCHF vOTU inh -1, Mtb UGM inh 2.4, BoNT-F LC inh -24, BoNT A protease -3.6, Mtb FBA inh 1 and BioA inh 0.8.
`COc1ccc(CCNC(=O)C2CC(c3cccc([N+](=O)[O-])c3)=NO2)cc1` (stereo not drawn) gave FadD28 binding -2.8, GDH-TPI counter -7, PrPC surface inh -7, CCHF vOTU inh -7, Mtb UGM inh 1.3, BoNT-F LC inh -4, BoNT A protease -0.4, Mtb FBA inh 1 and BioA inh 4.3.
Screening CCN1CCN(C(c2ccccc2)c2nnnn2Cc2ccccc2)CC1 (stereo not drawn) returned FadD28 binding -1.2, GDH-TPI counter 5, PrPC surface inh -10, CCHF vOTU inh -14, Mtb UGM inh -1.3, BoNT-F LC inh 7, BoNT A protease 0.5, Mtb FBA inh -3 and BioA inh 0.0.
`CN(C)c1cc[n+](CC(=O)N2c3ccccc3Sc3ccccc32)cc1` gave FadD28 binding -3.1, GDH-TPI counter 2, PrPC surface inh 3, CCHF vOTU inh 1, Mtb UGM inh 1.0, BoNT-F LC inh -5, BoNT A protease -0.4 and Mtb FBA inh 1.
Screening COc1ccc(-n2c(C)nc3cc(C(=O)O)ccc32)cc1 returned FadD28 binding -1.8, GDH-TPI counter -3, PrPC surface inh 3, CCHF vOTU inh 6, Mtb UGM inh 0.2, BoNT-F LC inh 6, BoNT A protease 0.9, Mtb FBA inh 2 and BioA inh 2.2.
Screening CN(Cc1nc2ccccc2[nH]1)C(=O)C1CCC(=O)N(CCc2cccc(F)c2)C1 (stereo not drawn) returned FadD28 binding -2.2, GDH-TPI counter 0, PrPC surface inh -5, CCHF vOTU inh -5, Mtb UGM inh -2.5, BoNT-F LC inh -11, BoNT A protease 0.8, Mtb FBA inh 1 and BioA inh 1.6.
Screening COC(=O)[C@@]1(Sc2ccc(C)cc2)CC(=O)N(c2cccc(SC)c2)[C@@H]1c1ccccc1 returned PrPC surface inh 5, CCHF vOTU inh 6, BoNT-F LC inh 5 and BoNT A protease 1.7.
CC(=O)c1cccc(NC(=O)COC(=O)CCc2ccc(S(=O)(=O)N3CCOCC3)cc2)c1 was read as FadD28 binding -1.4, GDH-TPI counter 2, PrPC surface inh -6, CCHF vOTU inh -12, Mtb UGM inh -0.1, BoNT-F LC inh -8, BoNT A protease -0.5 and Mtb FBA inh 2.
For COc1ccc2c(c1OC)C(=O)N1C2SC[C@H]1C(=O)NC1CCCC1 (stereo partly drawn) the results were FadD28 binding -3.1, GDH-TPI counter -3, PrPC surface inh 5, CCHF vOTU inh -37, Mtb UGM inh -0.8, BoNT-F LC inh 4, BoNT A protease -0.6, Mtb FBA inh -1 and BioA inh -0.8.
`COc1ccc(-c2cc3ccc(F)cc3cn2)cc1` gave FadD28 binding 0.0, GDH-TPI counter 5, PrPC surface inh -8, CCHF vOTU inh 3, Mtb UGM inh -0.3, BoNT-F LC inh 0, BoNT A protease 0.3, Mtb FBA inh 17 and BioA inh 0.1.
O=C(COc1ccc(Cl)cc1)NCCN1CCCCC1 was read as FadD28 binding -0.7, GDH-TPI counter 4, PrPC surface inh -3, CCHF vOTU inh 5, Mtb UGM inh -1.8, BoNT-F LC inh -2, BoNT A protease -0.5 and Mtb FBA inh 2.
Screening CC1CCCCC1NC(=O)Cn1cnc2c1c(=O)n(C)c(=O)n2C (stereo not drawn) returned FadD28 binding 0.8, GDH-TPI counter 0, PrPC surface inh 6, CCHF vOTU inh -2, Mtb UGM inh -1.2, BoNT-F LC inh -2, BoNT A protease -2.0, Mtb FBA inh 7 and BioA inh -1.5.
For O=c1[nH][nH]c2c1[C@H](CCc1cccc(Cl)c1)O[C@H](C1CC1)C2 the results were PrPC surface inh -3, CCHF vOTU inh 3, BoNT-F LC inh -4 and BoNT A protease 0.5.
`CC(C)(CO)NC12CC3CC(CC(C3)C1)C2` gave FadD28 binding 1.7, GDH-TPI counter 21, PrPC surface inh -3, CCHF vOTU inh -2, Mtb UGM inh 1.3, BoNT-F LC inh -4, BoNT A protease -1.1, Mtb FBA inh 0 and BioA inh 1.1.
For C#CCNC(=O)C1=C[C@H](c2csc3ccccc23)C[C@H](OCc2ccc(CO)cc2)O1 the results were FadD28 binding -8.2, GDH-TPI counter 1, PrPC surface inh 9, CCHF vOTU inh -5, Mtb UGM inh 0.2, BoNT-F LC inh -6, BoNT A protease -0.8, Mtb FBA inh 2 and BioA inh -1.1.
For CCN(CC)S(=O)(=O)c1cccc(C(=O)Nc2nnc(C)s2)c1 the results were FadD28 binding -3.2, GDH-TPI counter 3, PrPC surface inh 5, CCHF vOTU inh 31*, Mtb UGM inh -1.4, BoNT-F LC inh -8, BoNT A protease -0.8 and Mtb FBA inh -1.
Screening O=C(c1ccc(S(=O)(=O)N2CCOCC2)cc1)N1CCN(c2cccc(Cl)c2)CC1 returned FadD28 binding 0.9, GDH-TPI counter -1, PrPC surface inh 9, CCHF vOTU inh 10, Mtb UGM inh -0.8, BoNT-F LC inh -4, BoNT A protease -3.0, Mtb FBA inh -1 and BioA inh -1.3.
Screening NS(=O)(=O)c1ccc(N=Cc2c(O)n(C3CCCCC3)c(=O)n(C3CCCCC3)c2=O)cc1 returned FadD28 binding -5.6, GDH-TPI counter 20, PrPC surface inh 2, CCHF vOTU inh -8, Mtb UGM inh 1.7, BoNT-F LC inh -15, BoNT A protease -1.7, Mtb FBA inh -1 and BioA inh -5.6.
For C#CCN(CC=C)C(=O)CCc1nnc(COc2ccccc2)o1 the results were FadD28 binding -2.2, GDH-TPI counter -3, PrPC surface inh -7, CCHF vOTU inh -3, Mtb UGM inh -1.2, BoNT-F LC inh 0, BoNT A protease -0.2, Mtb FBA inh 2 and BioA inh -0.9.
For CCN1CCN(CCNC(=O)C2CCCN(Cc3nc(-c4cccc(Cl)c4)oc3C)C2)CC1 (stereo not drawn) the results were FadD28 binding -2.8, GDH-TPI counter -1, PrPC surface inh 3, CCHF vOTU inh 14, Mtb UGM inh 3.6, BoNT-F LC inh -9, BoNT A protease -0.9, Mtb FBA inh -1 and BioA inh -0.1.
CC(Sc1nc2ncc(Cl)cc2[nH]1)C(=O)Nc1ccc(C(N)=O)cc1 (stereo not drawn) was read as FadD28 binding -4.3, GDH-TPI counter -2, PrPC surface inh -3, CCHF vOTU inh -5, Mtb UGM inh 0.0, BoNT-F LC inh -24, BoNT A protease -15, Mtb FBA inh -1 and BioA inh -0.2.
COc1ccc2c(c1)nc(SCC(C)O)n2C (stereo not drawn) was read as FadD28 binding -1.4, GDH-TPI counter 2, PrPC surface inh 6, CCHF vOTU inh -12, Mtb UGM inh 3.2, BoNT-F LC inh -7, BoNT A protease 0.2, Mtb FBA inh -2 and BioA inh -3.6.
For CCOc1ccc(S(=O)(=O)NC2CCCCC2C)cc1 (stereo not drawn) the results were FadD28 binding 0.4, GDH-TPI counter 10, PrPC surface inh -1, CCHF vOTU inh 1, Mtb UGM inh 0.2, BoNT-F LC inh 2, BoNT A protease -0.3, Mtb FBA inh 3 and BioA inh -1.4.

Grouped by structure, those above containing fluorine (5)
`COCC1CCN(Cc2cn(-c3ccccc3F)nc2-c2cc(C)sc2C)CC1` gave FadD28 binding -3.6, GDH-TPI counter -2, PrPC surface inh -1, CCHF vOTU inh -19, Mtb UGM inh -0.9, BoNT-F LC inh -3, BoNT A protease 0.3, Mtb FBA inh -2 and BioA inh -0.8.
`O=C(c1cccc(Cl)c1)N1CCN(Cc2ccccc2F)CC1` gave FadD28 binding -1.1, GDH-TPI counter 1, PrPC surface inh 0, CCHF vOTU inh 1, Mtb UGM inh 3.3, BoNT-F LC inh 3, BoNT A protease -1.3, Mtb FBA inh -2 and BioA inh 5.8.
For CNCC(O)c1cc(OCc2ccccc2)c(OCc2ccccc2)cc1F (stereo not drawn) the results were FadD28 binding -1.3, GDH-TPI counter 6, PrPC surface inh -11, CCHF vOTU inh 11, Mtb UGM inh -1.1, BoNT-F LC inh -4, BoNT A protease 0.3, Mtb FBA inh 1 and BioA inh -1.1.
Screening CN(Cc1nc2ccccc2[nH]1)C(=O)C1CCC(=O)N(CCc2cccc(F)c2)C1 (stereo not drawn) returned FadD28 binding -2.2, GDH-TPI counter 0, PrPC surface inh -5, CCHF vOTU inh -5, Mtb UGM inh -2.5, BoNT-F LC inh -11, BoNT A protease 0.8, Mtb FBA inh 1 and BioA inh 1.6.
`COc1ccc(-c2cc3ccc(F)cc3cn2)cc1` gave FadD28 binding 0.0, GDH-TPI counter 5, PrPC surface inh -8, CCHF vOTU inh 3, Mtb UGM inh -0.3, BoNT-F LC inh 0, BoNT A protease 0.3, Mtb FBA inh 17 and BioA inh 0.1.

Rows were taken by chance. About 4.8% of those tested had a hit in this group.
